Bioassay records as filed in PubChem.
MEKK2 mut-MEK5 – MEK5 binding signal on mutant MEKK2 PB1, primary screen, biochemical, multiplex bead flow cytometry, Alexa488-MEK5; Alexa488-MEK5 binding to MEKK2 mutant; percent response, % at 10 µM; actives 0.35% (n = 290,000); AID 1530, 2009; in the data active = percent response above about 24%, passing the limit was not always enough; also: inactives centre near 1; some results filed as inactive read as strong as hits
PfM18AAP inh – PfM18AAP inhibitors, malaria aminopeptidase, primary screen, biochemical, QFRET, recombinant enzyme; H-Glu-NHMec fluorogenic cleavage; inhibition, % at 7.35 µM; actives 1.2% (n = 290,000); AID 1822, 2009;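 active = inhibition above the campaign mean inhibition over all tested compounds plus 3 SD, cut at about 28% in these data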;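 also: 0% = plate median of test compound wells and 100% = 2 mM ZnCl2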
MEKK2 WT-MEK5 – modulators of MEK5 binding to wildtype MEKK2, primary screen, biochemical, multiplex bead flow cytometry, Alexa488-MEK5 | binding response (% of control), % at 10 µM | Mitogen-activated protein kinase kinase kinase 2 (Homo sapiens), Q9Y2U5 | actives 1.1% (n = 290,000) | AID 1531, 2009 | Alexa488-MEK5 binding to MEKK2 WT; actives lie on both sides; in the data active = binding response below about 67% or above about 130%
UBC9 SUMO inh – inhibitors of in vitro SUMOylation cascade, primary screen, biochemical, HTRF, uHTS | SUMO-conjugating enzyme UBC9 (Homo sapiens), P63279 | HTRF SUMOylation assay, SAE1/SAE2 + UBC9 | inhibition, % at 35 µM | actives 0.36% (n = 290,000); in the data active = inhibition above about 50%, passing the limit was not always enough; also: strong numbers were not always called active
Target sequence (P63279 whole entry, looked up): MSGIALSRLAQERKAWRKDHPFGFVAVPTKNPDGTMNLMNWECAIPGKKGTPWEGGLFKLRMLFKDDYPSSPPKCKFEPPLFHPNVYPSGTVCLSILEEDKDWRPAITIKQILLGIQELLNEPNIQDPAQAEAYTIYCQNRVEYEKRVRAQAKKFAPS
NALP1 inh – NALP1 inflammasome inhibitors in reconstituted yeast, colorimetric, S. cerevisiae, triplicate retest. inhibition, % at 10 µM. AID 2071, 2009. actives 0.61% (n = 280,000). S. cerevisiae NALP1/ASC/caspase-1 growth, X-gal OD620, 72 h; in the data active = inhibition mostly above about 24%, no sharp cut-off; inactive = mostly below about 32%; also: some compounds called inactive have numbers as strong as hits
FID counter – compounds displacing fluorescent DNA intercalator, primary screen, artefact control for HCV NS3 helicase inhibitor project, biochemical, FID fluorescence | DNA fluorescent intercalator displacement | actives 0.17% (n = 290,000) | AID 1845, 2009 | inhibition, % at 7.9 µM; in the data active = inhibition above about 37%;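 also: 0% = vehicle and 100% = reference compound; higher means more ethidium bromide displaced from hairpin DNA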
HCV NS3 hel inh – inhibitors of HCV NS3 helicase, primary screen, biochemical, Cy5 molecular beacon fluorescence | AID 1800, 2009 | NS3 helicase DNA unwinding | inhibition, % at 10.9 µM | actives 0.56% (n = 290,000);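 active = inhibition above the mean of all tested compounds plus 3 SD, set per campaign, cut at about 35% in these data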;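 also: 0% = DMSO wells and 100% = thioflavine S control wells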
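assay system = NS3 helicase fragment of HCV | buffer or medium = MOPS pH 6.5, MgCl2, DTT, Tween20, BSA | timing = 60 min unwinding reaction at 25 °C after ATP addition | signal = Cy5 beacon fluorescence read at start and 1 h | read-out basis = % inhibition of unwinding | control set = low DMSO, high thioflavine S at 110 µM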
IMP-1 inhibitor – IMP-1 metallo-beta-lactamase inhibitors, primary screen, biochemical, epi-absorbance readout, Pseudomonas aeruginosa enzyme; AID 1556, 2009; inhibition, % at 5.6 µM; actives 0.45% (n = 290,000); purified IMP-1, nitrocefin hydrolysis, epi-absorbance fluorescence;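 active = inhibition above the mean plus 3 SD of all compounds in the same screening run, cut at about 4.5% in these data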;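 also: 0% = IMP-1 with DMSO and 100% = DMSO wells lacking enzyme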
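System: purified IMP-1; amount: IMP-1 0.2 nM before substrate addition; compound: single dose, 5.6 µM; times: 25 °C, 15 min preincubation, 25 min reaction; signal: Epi-absorbance via hydrolysed-nitrocefin quenching of white-plate fluorescence, 480/530 nm, EDTA stop; benchmarks: DMSO with and without IMP-1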
VIM-2 inh – VIM-2 metallo-beta-lactamase inhibitors, primary screen, biochemical, epi-absorbance readout, Pseudomonas aeruginosa enzyme; AID 1527, 2009; actives 0.89% (n = 290,000); inhibition, % at 5.6 µM; purified VIM-2, nitrocefin hydrolysis, epi-absorbance fluorescence;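 active = inhibition above the mean of all tested compounds plus 3 SD, cutoff set per screening run, cut at about 7.5% in these data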;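 also: red hydrolysis product quenches plate fluorescence so inhibitors raise well fluorescence; 0% = enzyme with DMSO and 100% = DMSO without enzyme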
* marks the source's active call; other numbers are inactive results; / = no result given; & = joins results of further samples.

SMILES	MEKK2 mut-MEK5	PfM18AAP inh	MEKK2 WT-MEK5	UBC9 SUMO inh	NALP1 inh	FID counter	HCV NS3 hel inh	IMP-1 inhibitor	VIM-2 inh
CCN(CC)S(=O)(=O)c1cccc(-c2nnc(SCC(=O)N3CCC(C(=O)O)CC3)n2N)c1	/	-3	/	6	2	-25	-9	-1.7	-0.9
COc1ccc(C(=O)N2CCCC(Nc3ccc(C)c(C)c3)C2)cc1F (stereo not drawn)	2	5	102	1	10	-19	-4	-1.9	-0.9
COc1ccc(C2Nc3ccccc3C(=O)N2NS(=O)(=O)c2ccccc2)cc1OC (stereo not drawn)	/	21	/	13	1	-3	2	-0.2	-0.7
COc1ccc(OC)c(CCNC(=O)CCc2cn(C)c3ccccc23)c1	5	-5	105	8	-2	-32	8	-0.3	1.3
O=C(Cn1c2c(c(-c3ccccc3)cc1=O)CCCC2)N1CCCCCC1	12	-3	99	3	28	-18	-27	0.1	-3.2
Cc1ccc(S(=O)(=O)CC(C)(O)CS(=O)(=O)c2ccc(C)cc2)cc1	3	1	101	2	4	-19	-5	-1.9	-4.9
CC(=O)c1cccc(NC(=O)CSc2nnc(C(C)N(C)C)n2-c2ccc(F)cc2)c1 (stereo not drawn)	-2	-4	104	17	23	-8	7	0.4	3.0
Clc1ccc(C2=Nn3c(nnc3-c3n[nH]c4c3CCC4)SC2)cc1	-8	2	93	10	2	-17	-7	-4.0	2.3
O=C(Nc1ccc(O)cc1C(=O)O)c1cccc(Br)c1	0	-4	94	20	3	0	16	0.5	2.6
COCCn1c(SCC(=O)N2CCCC2)nnc1-c1ccoc1C	2	2	98	16	2	-4	6	-1.7	-3.2
OC(CC#CCN1CCCC1)(c1ccccc1)c1ccccc1	21	1	118	16	6	5	-4	-2.1	-2.1
COCCNC(=O)CCn1nc(-c2ccc(C)cc2)ccc1=O	6	1	107	3	7	-8	7	-2.3	-3.5
CN(C)CCOC(=O)C12CC3CC(C1)CC(C(=O)OCCN(C)C)(C3)C2	-2	0	99	-8	10	1	2	-2.8	-1.3
COc1ccc(C(C(=O)NC(C)(C)C)N(C(=O)CCC(=O)Nc2cc(C)on2)c2ccc(C)c(C)c2)cc1 (stereo not drawn)	3	8	98	3	6	-48	-12	-3.7	-4.1
COc1ccccc1C1NC(=O)c2ccccc2O1 (stereo not drawn)	-2	5	98	-7	11	-5	13	1.2	1.4
CCOC(=O)N1CCN(C(=O)C2CCN(C(=O)c3ccc([N+](=O)[O-])cc3)CC2)CC1	2	0	100	4	4	-15	6	-3.4	0.5
COc1cc(/C=C/C(=O)Nc2nnc(CC(C)(C)C)s2)cc(OC)c1OC	-6	34*	94	11	18	-10	-2	-1.2	-0.9
CC(=O)Nc1ccccc1C(=O)C(=O)Nc1cccc(C(=O)NCC2CCCO2)c1 (stereo not drawn)	-1	-3	86	-3	13	-13	2	-2.9	-2.9
COc1ccc(S(=O)(=O)N2CCCOC2CNC(=O)C(=O)NCc2ccccn2)cc1 (stereo not drawn)	3	6	102	8	-2	-15	-3	-0.5	-5.1
CCN(Cc1ccccc1)C(=O)c1ccc(C(=O)N(CC)Cc2ccccc2)cc1	21	0	116	14	8	-46	-4	-2.5	-1.7
CCCCNC(=O)Nc1ccccc1CC	-1	-5	98	18	14	-4	8	-1.5	-0.8
O=C1OC(c2cccs2)=N/C1=C\c1ccc(-c2ccccc2Cl)o1	82*	10	62*	8	20	-25	71*	1.5	-0.7
COCC(C)OC(=O)c1c(N)n(CC(C)C)c2nc3ccccc3nc12 (stereo not drawn)	4	-4	102	24	25	-26	2	-5.3	-3.0
COc1ccc(C2NC(=S)NC3=C2CCCC3=C2SCCS2)cc1 (stereo not drawn)	-1	0	95	0	2	-23	8	-2.2	-1.6
CCc1ccc(-c2cc(C(F)(F)F)n3nc(C(=O)Nc4c(C)nn(Cc5ccc(F)cc5)c4C)cc3n2)s1	-9	-9	81	20	/	-4	1	0.5	1.3
Carrying on.
SMILES	MEKK2 mut-MEK5	PfM18AAP inh	MEKK2 WT-MEK5	UBC9 SUMO inh	NALP1 inh	FID counter	HCV NS3 hel inh	IMP-1 inhibitor	VIM-2 inh
Cc1nc2ccccc2c2c1C(=O)N(Cc1cccnc1)C2=O	-7	7	89	10	-14	1	2	-3.0	11*
CCN(CC)N=Nc1ccc(S(=O)(=O)Nc2nc(C)cc(C)n2)cc1	3&10	2&-13	104&105	7&11	13&17	-22&-20	10&-3	-2.4&-2.0	-2.0&-0.9
Cc1cc(C)cc(C(=O)Oc2coc(CSc3nnc(NC(=O)C4CC4)s3)cc2=O)c1	29	0	120	-11	17	-2	9	-3.1	-7.2
Cn1cc(S(=O)(=O)Nc2cccc3ccccc23)c(=O)n(C)c1=O	8	7	106	13	17	-6	5	-2.2	-2.4
Cc1ccc2nc(C)c3c(c2c1)SCC3	-23	-9	94	2	/	0	2	-3.3	0.1
Nc1ncc(-c2cc3ccccc3oc2=O)s1	2	-8	103	27	11	10	32	1.6	-0.8
CCCCCCC(=O)Nc1nc(C)c(-c2csc(Nc3cc(Cl)ccc3OC)n2)s1	2	0	103	22	10	-1	4	-2.0	-2.8
Cc1nc(SCc2ccccc2)c(C(F)(F)F)c(=O)[nH]1	0	-13	98	9	11	-1	18	-5.1	1.3
CCOC(=O)c1cc(-c2cccs2)nn1CCC#N	/	1	/	-14	-11	2	1	-4.0	-3.9
COC(=O)c1ccc(Oc2nc(C(N)=O)cc(-c3ccccc3)n2)cc1	-4	3	94	16	0	-5	-4	-0.6	-1.1
CCOC(=O)Cn1cnc2c(nnn2-c2ccc(C)cc2)c1=O	2	-7	98	12	24	0	-3	0.1	1.8
O=C(CSC1CS(=O)(=O)c2cc([N+](=O)[O-])ccc21)NNC(=O)c1ccc(Cl)cc1 (stereo not drawn)	-2	15	98	-20	/	0	-1	-2.0	-3.3
Cc1cc(C)nc(NC(=O)/C=C/c2ccc3c(c2)OCO3)c1	-2	0	97	21	33	-9	-8	-3.3	-5.9
COCC(=O)N1CCCC(C(=O)c2ccc3c4c(cccc24)CC3)C1 (stereo not drawn)	-11	-1	100	15	-3	-12	-4	-3.1	-2.6
COc1ccc(CNC(=O)CN(Cc2ccc(C)cc2)S(=O)(=O)c2ccc(Cl)cc2)cc1	0	-5	93	-14	-4	-15	-2	-2.4	-5.0
COc1ccc(C(=O)c2ccc(N3CCN(C4CC(=O)NC4=O)CC3)cc2)cc1F (stereo not drawn)	-11	-13	101	0	15	-15	0	-0.9	2.6
Cc1ccc2nc(-c3ccccn3)cc(C(=O)NC3CCN(C)CC3)c2c1	1	6	99	-2	6	12	-8	-8.5	-1.4
CCn1cc(SCC(=O)NCC2CCCO2)c2ccccc21 (stereo not drawn)	5	/	103	-2	6	/	/	/	/
CN(C)c1ccc(NC(=O)c2cccc([N+](=O)[O-])c2)c2ccccc12	7	6	107	16	10	-3	0	-0.9	-0.7
Cc1c(NC(=O)COC(=O)c2ccc[nH]c2=O)c(=O)n(-c2ccccc2)n1C	12	-2	110	1	24	4	1	-1.6	-2.3
Cc1ccc(S(=O)(=O)N2CCCC2C(=O)N(C)Cc2cccs2)cc1 (stereo not drawn)	-2	-1	98	20	-3	-15	-4	-1.4	0.0
O=C1c2cccc3cccc(c23)C(=O)N1c1cccnc1	-1	-7	96	-2	-12	2	-4	2.3	2.6
O=C(N1CCCCC1)C1(S(=O)(=O)c2ccccc2)CC=CC1	0	-10	95	2	28	-15	-21	-3.7	-2.4
CCOC(=O)C1CCN(C(=O)C2CCCN(c3ncnc4c3nc3n4CCCCC3)C2)CC1 (stereo not drawn)	6	5	97	10	19	-53	-6	-2.3	1.2
COc1cccc(NC(=O)CSc2nnc(-c3cc(C)n(-c4ccccc4)c3C)o2)c1	5	2	106	-12	-4	-19	-6	-3.1	-2.6
Additional results
SMILES	MEKK2 mut-MEK5	PfM18AAP inh	MEKK2 WT-MEK5	UBC9 SUMO inh	NALP1 inh	FID counter	HCV NS3 hel inh	IMP-1 inhibitor	VIM-2 inh
O=S(=O)(CCc1ccccc1)/N=C/c1cccs1	1	1	102	-6	-5	3	-7	-4.6	-5.3
CCC(=O)N1c2ccccc2NC2=C(C(=O)CC(C)(C)C2)C1c1cccnc1 (stereo not drawn)	-1	-1	97	18	0	-1	3	-1.7	-1.3
CCN(Cc1ccccc1)C(=O)CC1Oc2ccccc2NC1=O (stereo not drawn)	6	-2	113	18	-11	-21	8	-4.2	-2.6
Cc1nn(CCC(=O)O)c(C)c1C	3	1	105	1	8	-2	2	-4.0	-1.4
COc1ccc(S(=O)(=O)N2CCCCCC2)cc1C(=O)OCC(=O)NC(C)(C)C	-3	3	103	2	6	-29	-3	-2.3	-2.4
CCNC(=O)C/C(C)=N/NC(=O)C1CCCCC1	0	-8	105	4	8	-3	-16	-2.6	-2.5
CC(C)(C)c1ccc(C(=O)COC(=O)CN2C(=O)NC3(CCCC3)C2=O)cc1	7	1	104	5	2	-42	1	-1.8	-2.9
Cc1ccc(C(=O)N/N=C\c2ccc([N+](=O)[O-])o2)cn1	0	34*	99	26	14	-9	28	-0.1	-0.1
CCOc1cc(CNc2ncnc3nc[nH]c23)ccc1OC	13	6	106	8	19	1	11	-3.4	-3.4
NC(=O)NCCCC(=O)NCC(c1ccccc1Cl)c1c[nH]c2ccccc12 (stereo not drawn)	5	3	108	14	-4	-14	-10	-1.9	-2.0
C=CCn1c(N)c(C(=O)Nc2ccccc2OC)sc1=S	1	1	104	20	-3	4	-8	-0.6	-1.7
N#C/C(=N\Nc1cccc(C(F)(F)F)c1)C(=O)c1ccsc1	-18	-7	86	2	40*	-18	23	-4.0	-0.4
CCn1cc(C(C)(C)C)c(C#N)c1NC(C)=O	-15	-6	81	-1	/	-2	-6	-1.2	-2.5
O=C(Nc1ccccn1)c1ccc(Br)s1	3	8	98	14	-68	-9	3	-5.5	-1.3
Cc1ccc2c(c1)C1CN(C)CCC1N2S(=O)(=O)c1ccc(Oc2ccc([N+](=O)[O-])cc2)cc1 (stereo not drawn)	63*	0	201*	-9	23	30	-82	-1.2	-1.6

Single records, as listed above. Values in the order: MEKK2 mut-MEK5, PfM18AAP inh, MEKK2 WT-MEK5, UBC9 SUMO inh, NALP1 inh, FID counter, HCV NS3 hel inh, IMP-1 inhibitor, VIM-2 inh
Profile of CCC(=O)N1c2ccccc2NC2=C(C(=O)CC(C)(C)C2)C1c1cccnc1 (stereo not drawn) → -1, -1, 97, 18, 0, -1, 3, -1.7, -1.3
Profile of O=C(Nc1ccccn1)c1ccc(Br)s1 → 3, 8, 98, 14, -68, -9, 3, -5.5, -1.3
Profile of CC(C)(C)c1ccc(C(=O)COC(=O)CN2C(=O)NC3(CCCC3)C2=O)cc1 → 7, 1, 104, 5, 2, -42, 1, -1.8, -2.9
Profile of CCN(Cc1ccccc1)C(=O)CC1Oc2ccccc2NC1=O (stereo not drawn) → 6, -2, 113, 18, -11, -21, 8, -4.2, -2.6
